# High-throughput results deposited in PubChem by several laboratories.
# MOR-DOR ag – agonists of OPRM1-OPRD1 heterodimerization, primary screen, cell-based, luminescence; Mu-type opioid receptor (Homo sapiens) + Delta-type opioid receptor (Homo sapiens), …; cells; activation, % at 9.3 µM; actives 0.3% (n = 340,000); AID 504326, 2011; in the data active = activation above about 18%;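 note: 0% = vehicle-treated cells and 100% = reference agonist; values of inactives mirror those of a sister screen read the other way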
# HTR5A inv ctr – HTR5A inverse agonists in luminescence cell assay, primary screen, counter-screen for OPRM1-OPRD1 heterodimer inverse agonist project, full-deck HTS. 5-hydroxytryptamine receptor 5A (Homo sapiens), P47898. inhibition, % at 9.3 µM. actives 0.083% (n = 340,000). HTR5A cell line, inverse agonism; in the data active = inhibition mostly above about 23%, no sharp cut-off; inactive = mostly below about 18%;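 note: 0% = cells with DMSO and 100% = no-cell wells with DMSO; some compounds called inactive have numbers as strong as hits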
# Target sequence (P47898 whole entry, looked up): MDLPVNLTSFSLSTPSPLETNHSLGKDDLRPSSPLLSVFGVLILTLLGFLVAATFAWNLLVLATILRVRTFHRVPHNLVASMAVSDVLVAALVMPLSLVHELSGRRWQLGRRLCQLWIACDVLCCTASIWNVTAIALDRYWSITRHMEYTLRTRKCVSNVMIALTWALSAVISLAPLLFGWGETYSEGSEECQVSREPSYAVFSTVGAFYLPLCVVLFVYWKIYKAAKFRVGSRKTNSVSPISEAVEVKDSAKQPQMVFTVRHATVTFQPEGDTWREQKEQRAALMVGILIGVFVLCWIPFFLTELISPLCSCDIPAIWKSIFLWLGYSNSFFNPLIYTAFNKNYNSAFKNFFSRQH
# OPRM1-OPRD1 inv – inverse agonists of MOR-DOR heterodimerization, primary screen, cell-based, luminescence | Mu-type opioid receptor (Homo sapiens) + Delta-type opioid receptor (Homo sapiens), … | inhibition, % at 9.3 µM | cell-based MOR-DOR heterodimer luminescence, inverse agonism | actives 0.21% (n = 340,000); in the data active = inhibition above about 22%, passing the limit was not always enough;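 note: 0% = cells with DMSO and 100% = wells without cells with DMSO; values of inactives mirror those of a sister screen read the other way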
# HTR5A ag – HTR5A agonists in luminescence cell assay, primary screen, counter-screen for OPRM1-OPRD1 heterodimer agonist project, full-deck HTS | 5-hydroxytryptamine receptor 5A (Homo sapiens), P47898 | actives 0.61% (n = 340,000) | cell-based | AID 504692, 2011 | activation, % at 9.3 µM; in the data active = activation mostly above about 9.5%, no sharp cut-off; inactive = mostly below about 7.6%;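 note: 0% = cells with vehicle only and 100% = reference agonist; strong numbers were not always called active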
# PKA-R2B activ – activators of PKA-R2B holoenzyme, primary screen, biochemical, fluorescence polarization, Cy5-IP20, human. PKA-R2B holoenzyme dissociation; R2B truncated from residue 108, S112A mutant; 0% DMSO only, 100% 113 µM cGMP. activation, % at 11.4 µM. AID 504700, 2011. actives 0.079% (n = 340,000);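 active = activation above a cutoff set at the mean over all compounds plus 3 SD, cut at about 18% in these data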;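 note: higher means more holoenzyme dissociation and a rise in polarization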
# Target sequence (P31323 whole entry, looked up, other chains not shown, the tested form may be a part): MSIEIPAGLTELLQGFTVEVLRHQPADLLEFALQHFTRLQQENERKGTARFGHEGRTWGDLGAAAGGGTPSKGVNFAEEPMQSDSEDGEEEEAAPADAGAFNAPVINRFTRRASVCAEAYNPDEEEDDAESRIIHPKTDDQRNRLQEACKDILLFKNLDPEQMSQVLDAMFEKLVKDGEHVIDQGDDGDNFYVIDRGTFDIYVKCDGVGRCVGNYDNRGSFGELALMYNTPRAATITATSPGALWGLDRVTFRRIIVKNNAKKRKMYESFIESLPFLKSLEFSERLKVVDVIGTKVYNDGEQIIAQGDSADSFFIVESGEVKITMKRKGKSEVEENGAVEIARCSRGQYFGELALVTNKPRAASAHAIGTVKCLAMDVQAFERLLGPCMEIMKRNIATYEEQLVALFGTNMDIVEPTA
# Arr AP2 block – inhibitors of beta-arrestin/AP2 binding, primary screen, biochemical, GPCR trafficking, flow cytometry; FITC-arrestin peptide / GST-AP2 beads; AP2 beta2 appendage carries R879A mutation; inhibition, % at 10 µM; actives 0.31% (n = 340,000); AID 504490, 2011;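 active = inhibition above a set limit, near 3 SD of compounds lacking own fluorescence, cut at about 54% in these data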;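 note: plate controls were DMSO wells for no effect and 5 µM unlabelled arrestin peptide for full effect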
#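 system = GST-tagged AP2 beta2-adaptin appendage (R879A) on 4 µm glutathione beads | reagent = FITC-labelled arrestin peptide probe, 50 nM final | schedule = compound with beads 12 min RT, then probe 1 h RT | signal = HyperCyt-sampled flow cytometry, FL1 channel, ex 488/em 535 nm | read-out = percent response from loss of bead-bound FITC fluorescence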
# V-ATPase pHluor – regulators of yeast V-ATPase proton pumping, primary screen, pHLuorin cytosolic pH fluorescence | response, % at 10 µM | S. cerevisiae | actives 0.37% (n = 350,000) | AID 504577, 2011; in the data active = response mostly above about 7.3%, no sharp cut-off; inactive = mostly below about 5.4%; note: actives read high; inactives centre near 0; some compounds called inactive have numbers as strong as hits; reference of the scale not given here
# PKA-R1A act – activators of PKA-R1A holoenzyme, primary screen, biochemical, fluorescence polarization, Cy5-IP20, bovine R1A, mouse PKAc; cAMP-dependent protein kinase type I-alpha regulatory subunit (Bos taurus) + …; PKA-R1A dissociation; scaled: DMSO 0%, 113 µM cGMP 100%; activation, % at 11.4 µM; actives 0.083% (n = 340,000);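 active = percent activation above the mean of all tested compounds plus 3 SD, cut at about 19% in these data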;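 note: higher means more PKAc released from R1A so a rise in polarization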
# DAGLB inhibitor – DAGLB lipase inhibitors, primary screen, biochemical, fluorescence, HTS; actives 0.059% (n = 340,000); AID 504411, 2011; HEK293T DAGLB membrane lysate, EnzChek fluorogenic substrate; inhibition, % at 5.17 µM; in the data active = inhibition above about 34%;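 note: 0% = enzyme with vehicle and 100% = wells lacking enzyme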
# DSG3 Ab inh – inhibitors of pemphigus antibody binding to DSG3, primary screen, biochemical, bead-based, flow cytometry, scFv-GFP. Desmoglein-3 (Homo sapiens), P32926. DSG3-coupled beads, scFv-anti-DSG3-GFP binding; hits give low values. binding (percent of control), % at 10 µM. actives 0.48% (n = 310,000). AID 588358, 2011;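 active = binding more than 3 SD below its plate's average and above zero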;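 note: hits lower antibody fragment binding to DSG3; some compounds called inactive have numbers as strong as hits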
# Active calls of the source: *; x = not tested or not shown.
SMILES,MOR-DOR ag,HTR5A inv ctr,OPRM1-OPRD1 inv,HTR5A ag,PKA-R2B activ,Arr AP2 block,V-ATPase pHluor,PKA-R1A act,DAGLB inhibitor,DSG3 Ab inh
COc1ccc(NC(=O)c2oc3ccccc3c2CSC)cn1,-0.7,-7.2,3.6,-1.0,2.2,22.8,-2.2,2.9,-6.0,104.0
CC(=O)c1ccc(S(=O)(=O)N(C)CC(=O)NCc2ccco2)cc1,-3.0,7.8,11.7,-2.0,-7.0,-8.6,0.3,-1.6,-0.5,x
O=C(C1CCN(S(=O)(=O)c2ccccc2)CC1)N1CCN(c2ccccc2F)CC1,-1.0,-16.4,3.9,6.4,5.7,22.7,2.6,-2.5,0.9,106.7
Clc1ccc(C2NCCc3sccc32)cc1 (configuration not stated),1.2,-2.3,-8.7,0.8,-10.4,11.8,-0.1,4.4,-1.4,102.0
Cc1ccc(NC(=O)CSc2nnc(Cc3cccn3C)n2-c2ccc(F)cc2)cc1,-1.0,8.4,5.2,-3.0,2.9,8.9,-2.3,-4.7,-3.0,112.5
CC(C)=NNc1ncnc2nc[nH]c12,-3.7,-21.3,16.1,5.5,-9.2,1.2,4.0,-1.6,-1.1,89.8
COc1ccc(N2C(=O)CC(C#N)=C2N)cc1,-2.3,-27.9,11.2,3.0,-14.4,3.4,0.1,2.6,0.3,100.0
CCN(Cc1ccccc1)S(=O)(=O)c1c(C)n(C)c(=O)n(C)c1=O,-1.4,-7.8,8.6,2.8,-5.1,1.3,-0.4,1.5,-0.6,103.0
CC(C)c1ccc(OCc2nc(-c3ccccn3)no2)c(Br)c1,6.2,12.5,-36.6,-1.0,-8.6,33.4,1.8,-9.8,-3.8,111.9
CCOc1ccc(-c2nc(C)c(C(C)=O)n2O)cc1,-2.1,-23.5,10.5,0.8,1.5,2.2,-1.6,7.4,1.3,97.6
O=c1ncn(-c2ccc(F)cc2)c2ncccc12,1.0,-0.4,-4.9,0.1,2.1,-2.0,6.9,-8.1,-1.3,95.7
Cc1cc(=O)[nH]c(Nc2ccc(Cl)cc2)n1,-0.5,-0.3,2.7,1.4,8.6,-14.4,-0.3,-2.6,0.1,95.9
COc1ccc(NC(=O)CCOc2ccc(C)cc2)cc1S(=O)(=O)N1CCCCC1,4.8,5.2,-20.7,-2.1,-2.3,30.1,3.3,7.9,-2.8,99.5
CC1CCCCC1n1c(=S)[nH]c2ccccc2c1=O (configuration not stated),6.1,8.8,-33.0,-0.5,3.0,-0.6,3.1,-9.5,-3.7,100.5
CCOc1ccc(-c2nnc3n2N=C(c2ccc(OC)cc2)CS3)cc1,1.0,-17.9,-4.7,4.1,-5.4,1.1,-1.2,20.3*,-5.9,96.4
NC(=S)N/N=C/c1ccc(-c2ccc([N+](=O)[O-])cc2)o1,3.7,4.6,-18.4,-0.2,-13.5,-9.1,-3.1,-0.1,6.8,98.8
CC1=CC(c2ccccc2)=Nc2ccc(C)cc2N1,-1.8,-7.7,8.9,3.0,-2.7,0.7,2.8,6.7,1.6,97.4
c1ccc(CN2CCN(Cc3cn4cccnc4n3)CC2)cc1,-1.3,2.3,7.7,-0.9,-3.2,2.3,1.7,1.6,0.4,101.7
CCNC(=S)N/N=C(\C)c1ccc(N2CCOCC2)cc1,-0.9,5.0,6.5,2.8,6.5,-2.5,x,0.8,-1.6,110.7
C[C@@H]1CN([C@@H](C)CO)C(=O)c2cc(NS(=O)(=O)c3ccc(Cl)cc3)ccc2O[C@H]1CN(C)Cc1ccncc1,-1.7,-21.3,9.1,2.0,-0.8,-10.3,5.2,-2.5,1.0,101.1
Cc1cc(Br)ccc1NC(=O)CN(C)C(=O)CSCc1ccccc1,0.3,-10.8,-1.5,4.4,-3.7,3.8,-2.7,8.7,-0.2,106.0
Cc1ccc(-c2cc(C(=O)NCCCn3ccnc3)no2)cc1,-1.7,-20.8,10.5,3.5,-6.7,-0.1,1.4,-5.3,0.5,92.1
COc1cc(OC)c(OC)cc1/C=N/NC(=O)CSc1ccccc1F,-2.0,4.2,9.7,-1.1,-5.6,47.7,-1.0,-0.2,-2.4,99.8
CCC(=O)N(C)C[C@@H]1Oc2cc(Br)ccc2S(=O)(=O)N([C@@H](C)CO)C[C@@H]1C,x,x,x,x,4.8,x,-3.9,-5.7,-3.5,107.7
CCCC(=O)NC(=S)Nc1cccc(Cl)c1N1CCCC1,4.5,7.1,-22.9,-2.5,-11.4,15.2,2.0,-5.0,-18.2,104.8
# (listing goes on)
SMILES,MOR-DOR ag,HTR5A inv ctr,OPRM1-OPRD1 inv,HTR5A ag,PKA-R2B activ,Arr AP2 block,V-ATPase pHluor,PKA-R1A act,DAGLB inhibitor,DSG3 Ab inh
Cc1ccc(NC(=O)C2=C(O)c3ccccc3N(C)S2(=O)=O)cc1,-1.9,5.2,10.5,-2.6,-14.1,20.9,2.5,-5.6,5.0,101.6
COc1ccccc1NC(=S)NCCN1CCOCC1,0.8,10.0,-5.8,-3.8,0.2,-1.2,3.0,-9.3,-2.2,101.3
COC(=O)c1sc(S(=O)(=O)NCCCN(C)C)c(C(=O)OC)c1C,-0.4,-8.5,1.9,3.3,2.4,-4.6,-1.4,4.5,-1.2,108.5
COc1ccc2cc(C#N)c(Nc3cccc(F)c3)nc2c1,-1.4,-16.0,6.6,-0.2,-0.6,35.9,1.6,-3.6,-2.1,107.8
COc1ccc(COC(=O)c2cc([N+](=O)[O-])ccc2N2CCOCC2)cc1F,-0.7,-2.6,4.5,0.9,-1.6,-8.0,-1.2,13.1,-1.1,102.5
Cc1cc(=O)oc2ccc(OCc3ccccc3)cc12,-0.5,-1.1,2.2,0.3,10.5,-2.9,7.7,-10.7,-3.6,118.4
Cc1n[nH]c(C)c1CNCc1c(C(=O)N2CCCCCCC2)nc2ccc(Cl)cn12,-0.5,15.8,2.6,-0.1,2.9,-4.5,0.7,4.7,-1.4,108.1
CCOC(=O)[C@H]1[C@H]2COc3ccc(Br)cc3[C@@H]2N2C(=O)CN(Cc3ccc(OC)cc3)C(=O)[C@@]12C,-0.1,-23.2,0.5,0.1,-5.2,5.9,0.5,-5.4,-1.7,99.0
O=C(O)c1cccc(Cn2c(Cl)c(/C=N/NC(=O)c3ccccc3)sc2=O)c1,-1.6,-21.9,9.2,4.7,-4.6,5.4,-0.9,-2.5,2.4,113.9
COC(=O)c1c(C)[nH]c(C(=O)CN2C(=O)NC3(CCOc4ccccc43)C2=O)c1C (configuration not stated),-1.6,-8.4,6.5,3.3,10.4,7.3,-0.9,-0.2,0.5,x
CCOC(=O)Cc1ccc(NC(=O)c2cccc([N+](=O)[O-])c2)cc1,-0.8,-6.6,3.8,4.4,-11.8,-1.0,1.5,-3.1,-0.4,97.2
COc1cc2c(cc1OC)C(c1cccc(Cl)c1)CC(=O)N2 (configuration not stated),2.4,-4.0,-12.5,0.8,-2.9,16.5,0.4,0.1,-0.6,112.4
COc1cc(CC(=O)N2CCN(C(=O)C3CCCO3)CC2)cc(OC)c1OC (configuration not stated),-2.3,4.0,12.0,-1.1,-4.5,-5.6,-2.0,-3.7,-2.1,91.0
Cc1cc(C)c2nc(N3CCN(C)CC3)c(C#N)cc2c1,-0.5,-14.6,2.7,-1.4,-6.2,0.8,2.0,-7.0,-8.4,x
O=C(C1CCCN(S(=O)(=O)c2cccc3nonc23)C1)N1CCN(c2ccccc2Cl)CC1 (configuration not stated),1.4,13.6,-7.6,3.0,-16.4,28.8,-1.8,1.1,-3.0,110.7
O=C(CCCN1CCC(NC(=O)c2ccccc2)CC1)c1ccc(Cl)cc1,0.0,-5.0,0.2,1.8,-0.8,2.2,9.3,0.5,0.6,102.2
CCNC(=O)c1c(O)c2cccc3c2n(c1=O)CC3,-0.8,1.4,4.1,-0.4,-3.5,0.6,-1.6,-1.2,-0.7,97.8
CC(C)(C)c1nnc2sc(SCC(=O)c3ccc4c(c3)OCCO4)nn2c1=O,1.0,-10.0,-4.5,2.9,-1.6,13.5,-3.7,4.8,-5.9,x
COc1cc(C(=O)NCCOc2ccccc2)c(Br)c(OC)c1OC,-2.8,-3.1,13.8,0.3,-10.1,-5.5,3.4,-8.6,-2.3,100.3
CC(C)(C)c1ccc(S(=O)(=O)N2CCN(c3ncccn3)CC2)cc1,-3.5,-3.0,16.4,1.4,-3.7,14.8,-1.6,-6.5,0.1,109.0
C=C(C)CNc1cc(S(=O)(=O)N2CCOCC2)ccc1Oc1ccccc1,0.2,-13.5,-0.7,5.5,2.0,-3.8,1.9,-2.8,-3.4,93.1
COc1ccc(C2C3=C(CC(C)(C)CC3=O)Oc3ncn4nc(-c5ccccc5)nc4c32)cc1 (configuration not stated),0.6,-2.2,-3.2,0.7,-3.3,-9.0,12.2*,-7.5,0.1,91.3
COc1ccc(/C=C/C(=O)Nc2cccc(S(=O)(=O)NC3=NCCCCC3)c2)cc1,-3.6,8.2,18.5,1.9,-14.4,32.0,3.5,-14.0,-0.1,89.3
O=C(Cn1c(C(F)(F)F)nc2ccccc21)Nc1ccccc1N1CCOCC1,x,x,x,x,4.5,4.4,-1.2,2.8,1.5,108.9
O=c1c2c3c(sc2nc2n1CCCCC2)C(O)CCC3 (configuration not stated),0.1,-2.5,-0.2,1.0,-2.9,20.1,6.4,-4.7,-7.0,103.8
Cn1c(=O)[nH]c(=O)c2c1nc(SCC(O)CO)n2CCCc1ccccc1 (configuration not stated),-0.2,9.3,0.9,-2.5,11.1,34.5,4.0,-6.2,3.3,95.8
CCC(Oc1ccc(C)cc1)C(=O)Nc1ccccc1C(=O)N1CCOCC1 (configuration not stated),-3.4,-14.7,18.4,3.4,8.6,-19.1,0.3,-8.2,-2.0,111.0
NC(=O)NC(CC(=O)NCCc1ccccn1)c1ccccc1Cl (configuration not stated),-1.3,-1.6,7.3,0.7,-0.2,-59.6,-1.1,2.2,3.5,114.8
CCOc1ccc2nc(NCCCNS(=O)(=O)c3ccccc3)c(C#N)cc2c1,0.5,-14.8,-2.4,1.0,4.5,4.7,-2.5,-10.7,-1.4,x
C/C(CC(=O)Nc1ccccn1)=N\NC(=O)c1cnccn1,-2.0,-17.4,10.8,-1.8,7.2,-11.1,15.8*,18.7*,2.1,112.1
